BAZ2B inh – BAZ2B (human) inhibition; actives 4.4% (n = 360,000); AlphaScreen BAZ2B-H3K14Ac peptide displacement; Q9UIF8; Potency, µM (top dose mostly 114 µM), without a hit: at the top dose activity change, negative = inhibition, usual class: inhibitors; also: potency is read from the fitted curve at half-maximal effect; % is scaled to controls: 0 for no effect and ±100 for the full control effect; nearly all actives have a fitted effect of over 60% in size
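Inhibition is scored as reduced AlphaScreen emission. The BAZ2B/b-H3(5-23)K14Ac complex (50 nM each) in PBS pH 7.4, 0.01% Tween-20 meets compound (up to 110 uM) for 30 min at RT before bead addition.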
ERG Ets-DNA blk – inhibitors of human ERG Ets domain-DNA interaction; Potency, µM (doses to about 76.9 µM), inactives show top-dose FP activity, negative = inhibition, actives largely listed as inhibitors; fluorescence polarization, His-ERG Ets domain / labelled DNA; P11308; actives 0.028% (n = 370,000); active = well fitted inhibition curve with a large enough effect in the polarisation, with a control signal flat; inconclusive = small, poorly fitted or top-dose-only effect, or effect the other way, or a change in a side signal; inactive = no such curve, though single readings can be large or run the other way; the % refers to the polarisation;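 also: polarization taken with two DNA probes labelled with fluorescein and Texas red; potency is read from the fitted curve at half-maximal effect; % of control where 0% means no effect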
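His-tagged ERG Ets domain (1 uM in the protein solution; 300mM KCl, 50mM Tris-HCl, 1mM EDTA, 1mM DTT, pH 7.5) received compound, then a probe mix of 5 nM fluorescein-DNA and 100nM Texas-615-DNA. Fluorescence polarization was read for both dyes.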
Pin1 inh – blocks the human prolyl isomerase Pin1; Potency, µM (series often up to 115 µM), without a hit: at the top dose activity, negative = inhibition, usual class: inhibitors; Pin1 FP peptide displacement, HiFluor488, 10 min; actives 0.009% (n = 390,000); Q13526; active = well fitted inhibition curve with a large enough effect in the polarisation, with a control signal flat, not every such curve was filed as active; inconclusive = small, poorly fitted or top-dose-only effect, or effect the other way, or a change in a side signal; inactive = no such curve, though single readings can be large or run the other way; the % refers to the polarisation; also: potency is read from the fitted curve at half-maximal effect; % is scaled to controls: 0 for no effect and ±100 for the full control effect
HP1b chromo inh – HP1-beta chromodomain-methylated histone interaction inhibition. AID 540317. actives 0.56% (n = 390,000). AlphaScreen HP1-beta / biotin-H3K9me3 peptide binding. Potency, µM (titrated, usually from 114 µM), for inactives: at the top dose activity change, negative = inhibition, usual class: inhibitors; also: potency is read from the fitted curve at half-maximal effect; nearly all actives have a fitted effect of over 70% in size; inactives centre near 23
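HP1-beta protein (50 nM final) preincubated 30 min at room temperature with biotinylated H3(1-18)K9me3 peptide (50 nM) in PBS pH 7.4, 0.01% Tween-20, then compound added for 30 min. AlphaScreen streptavidin donor/nickel chelate acceptor beads (10 ug/mL final), 30 min dark, luminescence read.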
PI4K2A block – blocks human PI4K2A kinase activity. Q9BTU6. purified PI4K2A, ADP-Glo luminescence, 1 h; stronger effect = lower value. activity change, negative = inhibition, % at 76.9 µM. actives 0.13% (n = 420,000). AID 1346378; in the data active = activity change below about -50%; inconclusive = mostly about -30% to -49%;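 also: -100% = wells without enzyme as full effect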
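In this quantitative HTS, ADP production by PI4K2A was quantified luminescently after 1 h at ambient temperature; 100 microM adenosine served as plate-quality control.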
GLS inhibitor – blocks human kidney-isoform glutaminase activity. actives 0.21% (n = 410,000). Potency, µM (titrated, usually from 45.5 µM), inactives show at the top dose activity change, negative = inhibition, hits mostly inhibitors. GLS enzymatic activity, qHTS titration; also: potency is read from the fitted curve at half-maximal effect; % is scaled to controls: 0 for no effect and ±100 for the full control effect
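hKGA; 45 mM KH2PO4 pH 8.2 + 0.02% Tween-20; cpd via pin tool; 1 mM Gln soln; GluOx/HRP/Amplex Red; RT 30 min; fluor. t0 & final.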
Tb PGK inh – inhibitors of T. brucei phosphoglycerate kinase; P07378; PGK/GAPDH coupled, Kinase-Glo luminescence, 60 min; Potency, µM (highest dose often 57.5 µM), for inactives: at the top dose activity change, negative = inhibition, actives largely listed as inhibitors; actives 0.043% (n = 380,000); also: potency is read from the fitted curve at half-maximal effect; % is scaled to controls: 0 for no effect and ±100 for the full control effect; nearly all actives have a fitted effect of over 60% in size
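Luminescent ATP detection (Kinase-Glo Plus) follows a 60-minute room-temperature incubation, with wells lacking PGK as controls. Buffer: 100 mM TEA (pH 7.6), 5 mM MgCl2, 0.01% Tween-20. Coupling enzyme GAPDH (100 nM final) supplies unstable 1,3-BPG in-well.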
G9a block – G9a (human) methyltransferase inhibition; G9a H3K9 monomethylation, AlphaScreen, 2 h; Potency, µM (doses to about 102 µM), for inactives: at the highest dose activity, negative = inhibition, hits mostly inhibitors; Q96KQ7; AID 504332; actives 8.8% (n = 350,000); also: potency is read from the fitted curve at half-maximal effect; % is scaled to controls: 0 for no effect and ±100 for the full control effect; nearly all actives have a fitted effect of over 75% in size
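Using a bead-based AlphaScreen, monomethylated H3K9 product from 2 h room-temperature reactions (G9a 20 nM, peptide 500 nM, SAM 20 uM) was detected with 0.5 ug/mL rabbit anti-H3K9me1 antibody.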
JMJD2A Tudor inh – blocks the human JMJD2A Tudor domain; AlphaScreen JMJD2A-Tudor / H3K4me3 peptide binding; Potency, µM (titrated, usually from 114 µM), inactives show top-dose activity change, negative = inhibition, hits mostly inhibitors; actives 4.4% (n = 390,000); also: potency is read from the fitted curve at half-maximal effect; % is scaled to controls: 0 for no effect and ±100 for the full control effect; nearly all actives have a fitted effect of over 50% in size
Numbers without * were called inactive; i = inactive; ? = inconclusive; · = no result given; [ ] = remark or other dose. Unless noted, calls follow the shape of the dose curve; as a rule, active = well fitted curve in the direction sought with a large enough effect; inconclusive = small, poorly fitted or top-dose-only effect, or another doubt; inactive = no such curve, though single readings can be large; an effect the other way counts as inactive or inconclusive.

SMILES	BAZ2B inh	ERG Ets-DNA blk	Pin1 inh	HP1b chromo inh	PI4K2A block	GLS inhibitor	Tb PGK inh	G9a block	JMJD2A Tudor inh
COc1ccc(NC(=O)Nc2nnc(C(C)(C)C)s2)cc1	-1%	-4%	0%	39%[activator]	1	17%	4%	17%[59 µM]	-13%
Cc1c(/C=N/O)c2ccccn2c1C=O	1%	-5%	3%	41%[activator]	-3	45%[activator]	i	-34%	0%
CCOc1ccc(NC(=O)c2cc3ccccc3cc2OC)cc1	-11%	-6%	2%	69%[activator]	7	-17%	-6%	4%	8%
O=C(NCCN1CCOCC1)c1cc(-c2ccc(Cl)s2)nc2ccccc12	1%	-7%	0%	13%	2	0%	-9%	3%	-10%
COc1ccc(/C=N/Nc2cc(N(C)C)nc(N(C)C)n2)cc1	50µM*	-2%	-6%	?	1	-7%	-7%	4.5µM*	?
CCCSC1=NC2(CCN(C(=O)NC3CCCCC3)CC2)N=C1c1ccc(OC)cc1	5%[57.1 µM]	13%	35%[activator]	28%	-1	0%	7%	?	-12%
COC(=O)N/N=C/c1ccc([N+](=O)[O-])s1	-3%	2%	-2%	21%	-4	2%	-1%	-2%	-10%
CCC1CCCCN1CCCNC(=O)c1cc2c(=O)n(CC)c3ccccc3c2s1 (stereo not drawn)	-15%	-2%	-5%	3%	4	-14%	-1%	-2%[59 µM]	-13%
COc1ccc(Nc2nnc(SCC(=O)c3cc(C)n(CC4CCCO4)c3C)s2)cc1 (stereo not drawn)	?	-5%	5%	9%	-7	1%	-7%	?	-30%
O=C(COc1ccc(Cl)cc1Cl)NN=C1c2ccccc2-c2ccccc21	-3%	8%	-1%	21%	-3	9%	-1%	3%[59 µM]	-31%

Entries above that contain a Cl atom (2):
SMILES	BAZ2B inh	ERG Ets-DNA blk	Pin1 inh	HP1b chromo inh	PI4K2A block	GLS inhibitor	Tb PGK inh	G9a block	JMJD2A Tudor inh
O=C(NCCN1CCOCC1)c1cc(-c2ccc(Cl)s2)nc2ccccc12	1%	-7%	0%	13%	2	0%	-9%	3%	-10%
O=C(COc1ccc(Cl)cc1Cl)NN=C1c2ccccc2-c2ccccc21	-3%	8%	-1%	21%	-3	9%	-1%	3%[59 µM]	-31%

Going on with the list:
SMILES	BAZ2B inh	ERG Ets-DNA blk	Pin1 inh	HP1b chromo inh	PI4K2A block	GLS inhibitor	Tb PGK inh	G9a block	JMJD2A Tudor inh
CCOC(=O)C1CCCN(S(=O)(=O)c2cccs2)C1 (stereo not drawn)	-3%	·	-1%	33%	-2	-12%	·	1%[12.7 µM]	-5%
COc1ccc(NC(=O)Cn2c(CCC(=O)O)ccc2-c2ccccc2)cc1Cl	-33%	5%	-4%	0%	-4	4%	·	-37%[59 µM]	-31%
CC1CN(c2ccc(Cl)cc2[N+](=O)[O-])CCN1S(C)(=O)=O (stereo not drawn)	-27%	-3%	2%	-24%	-1	-10%	3%	-8%[12.7 µM]	-12%[11.4 µM]
COc1cc(C2N(Cc3ccccc3)CCN2Cc2ccccc2)ccc1OC(C)=O	-10%	3%	-2%	36%	2	5%	7%	·	-13%
CCOc1ccccc1C1CC(=O)NC(SCC(=O)Nc2nccs2)=C1C#N (stereo not drawn)	-12%	10%	-9%	34%	-2	-21%	-4%	14µM*	-15%
O=C(Cn1nc(-c2ccccc2)c2ccccc2c1=O)NCCN1CCOCC1	7%	-2%	3%	21%	-3	2%	2%	8%[59 µM]	-14%
CCN(C1=NS(=O)(=O)c2ccccc21)N(CC)S(=O)(=O)c1ccc(C)cc1	-4%	1%	?	33%	2	-2%	7%	-10%	-11%
CC(C)n1nc(C(=O)Nc2nnc(SCc3c(Cl)cccc3Cl)s2)c2ccccc2c1=O	0%	1%	62%[activator]	53%[activator]	9	14%	-10%	-31%[59 µM]	-15%
CCOc1ccc2nc(N3CCCC(C(=O)NC4CCCC4)C3)sc2c1 (stereo not drawn)	-11%	7%	-1%	46%[activator]	4	-5%	-1%	37%[activator][59 µM]	-24%
CCn1c(SCC(=O)N(C)C2CCS(=O)(=O)C2)nnc1-c1ccccc1 (stereo not drawn)	-9%	-5%	6%	34%	1	7%	8%	?	-14%
CCCc1c(C(=O)N/N=C/c2cccc3ccccc23)nnn1-c1nonc1N	-14%	-1%	-1%	45%[activator]	-6	-12%	i	18%	-12%
C=CC[C@H](CC(=O)OC(C)(C)C)C(=O)OC[C@H]1CCCN1C(=O)[C@@H](CC=C)CC(=O)N(CCO)Cc1ccccc1	·	3%	-6%	60%[activator]	-6	12%	-4%	·	-14%
O=C(CN1CCN(c2ccccc2)CC1)N1N=CCC1c1ccccc1 (stereo not drawn)	0%	-6%	2%	7%	1	21%	0%	-43%	-11%
O=C(NC1CC1)C1=C[C@@H](c2coc3ccccc3c2=O)C[C@@H](OCc2ccc(CO)cc2)O1	-4%	-1%	5%	40%[activator]	3	0%	i	-46%[59 µM]	-9%
CS(=O)(=O)c1ccc(C(=O)N2CCN(Cc3ccccc3)CC2)cc1	-1%	8%	4%	4%	3	0%	6%	-21%	-33%[11.4 µM]
O=C(NCCC1=CCCCC1)C1CCN(S(=O)(=O)N2CCCC2)CC1	-1%	2%	0%	56%[activator]	7	3%	6%	-11%	3%
COc1ccc(-c2nc(SCC(=O)NCCc3ccc(OC)c(OC)c3)n[nH]2)cc1	2%	-2%	2%	19%[57 µM]	1	0%	0%	13%[59 µM]	-14%
CCc1nnc(NC(=O)CSc2nnc(C(C)NC(=O)c3ccccc3F)n2C)s1 (stereo not drawn)	-12%	-7%	1%	50%[activator]	-3	-4%	-1%	-12%	5%
Cc1cc(C)c(C)c(S(=O)(=O)NCC(=O)N2CCCC2)c1C	7%	9%	-5%	25%	-1	0%	-6%	-17%[12.7 µM]	5%
COC(=O)c1cccc(-n2sc3ccccc3c2=O)c1	6.3µM*	0%	5%	-28%	-12	11µM*	i	8%[0.501 µM]	14µM*
CC(OC(=O)c1cccc(S(=O)(=O)Nc2cccc(C(F)(F)F)c2)c1)C(=O)Nc1ccc2c(c1)OCCO2 (stereo not drawn)	-34%	-2%	21%	15%	-1	-3%	-9%	-13%	-27%
COc1ccc(-c2ccc(CCC(=O)O)n2-c2ccccc2C(F)(F)F)cc1	?	4%	-4%	18%	6	14%	-3%	?	?
COc1ccc(-c2nnn(CC(=O)Nc3ccc4c(c3)OCCO4)n2)cc1OC	-4%	-5%	-1%	23%	0	2%	-4%	9%[12.7 µM]	-8%
COc1ccc(S(=O)(=O)N2CCOCC2)cc1NC(=O)CSc1cccc[n+]1[O-]	0%	1%	-4%	57%[activator]	-3	-4%	i	·	-6%
O=c1c2c3c(sc2n(Cc2ccc(F)cc2Cl)c(=O)n1-c1ccc(Cl)cc1)CCC3	-2%	2%	-7%	65%[activator]	-7	-7%	i	27%[59 µM]	-20%
Cc1onc(C(=O)/C=C/N(C)C)c1C(=O)Nc1nccs1	-32%	-5%	6%	35%	3	-1%	0%	33%[activator]	-4%
COc1ccccc1C1C(C(=O)c2cc3ccccc3o2)=C(O)C(=O)N1CCN(C)C (stereo not drawn)	?	-1%	11%	17%	8	18%	10%	?	-27%
O=C(CS(=O)(=O)Cc1ccccc1)Nc1ccccc1Cl	4%	-3%	-2%	33%	-3	-6%	9%	14%[59 µM]	4%
CC(C)CNS(=O)(=O)c1ccc(OCC(=O)Nc2ccc3c(c2)OCCO3)cc1	-27%	11%	7%	32%	2	-13%	i	9%[59 µM]	-6%
Cc1cc(=O)n2nc(N3CCCC(C(=O)NC4CCC(C)CC4)C3)sc2n1 (stereo not drawn)	-2%	2%	5%	24%	2	-1%	5%	2%[0.0925 µM]	-4%
O=C(CSc1nnc2ccc(-c3ccncc3)nn12)c1cccs1	·	-3%	20%	5%	-14	-15%	-12%	?	-18%
CCN(CC)C(=O)C1CCN(Cc2cn(C)nc2-c2ccc(Oc3ccccc3)cc2)CC1	-18%	-4%	-4%	26%	-5	2%	-3%	-2%	3%
NC(=O)CC(NC(=O)Cc1ccc(Br)cc1)c1ccc(N2CCC(Cc3ccccc3)CC2)c([N+](=O)[O-])c1 (stereo not drawn)	-2%	0%	1%	30%	2	1%	-1%	0%[12.7 µM]	-17%
CCCc1nn(-c2ccccc2)c2c1C(c1cccs1)C(C#N)=C(N)O2 (stereo not drawn)	40µM*	·	-2%	-27%	4	5%	i	?	?
C/C=C(\C)C(=O)O[C@H](c1cc2ccc(=O)oc2cc1OC)[C@@H](O)C(C)(C)O	2%	0%	?	18%	-4	-1%	3%	18%[2.33 µM]	-13%
CCOc1ccccc1NS(=O)(=O)c1cc2c3c(c1)C(C)C(=O)N3CCC2 (stereo not drawn)	-8%	2%	-7%	21%	5	13%	5%	5%	-19%
O=C(CNC(=O)c1ccccc1F)NC1=NCCS1	-15%	-13%	2%	58%[activator]	-5	0%	-10%	-3%	-5%
COc1ccc(C(=O)Nc2ccc3c(c2)nc(CN2CCCC2)n3C)cc1	-2%	0%	-3%	32%	-1	17%	3%	-26%	-15%
COc1cc(/C=N/NC(=O)c2ccccn2)ccc1OC(=O)c1ccccc1Br	0%	8%	5%	37%[activator]	2	2%	-4%	22%	-21%
COc1ccc(NC(=O)CSc2nnnn2C2CCCC2)c(OC)c1	-7%	9%	-6%	7%	-10	2%	-7%	-9%	-9%

Screening data deposited in PubChem by National Center for Advancing Translational Sciences (NCATS).

Rows were taken by chance; any-hit rate near 11%.
